Screens: PubChem, several laboratories
HT29 cell growth-1: HT29 colon tumor cell growth inhibition, primary screen, imaging, high content imaging, 48 h, CellTiter-Glo (AID 771). 3,300 compounds, 2% hits. growth inhibition, % at 10 µM. HT29 cell growth, HCS imaging cell count, 48 h; active compounds read high;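 active means growth inhibition above 90%, meaning viable cell count by imaging cut by more than 90% versus vehicle controls; inactive means growth inhibition below 90%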;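 further: percent fewer viable cells counted by imaging than vehicle controls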
HT29 cell growth-2: HT29 colon tumor cell growth inhibition, primary screen, imaging, high content imaging, 24 h, CellTiter-Glo (AID 770); growth inhibition, % at 10 µM; HT29 cell number by imaging, 24 h; active compounds read high; 3,300 tested, under 10 active;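 active means growth inhibition above 90% in viable cell count at a single dose; inactive means growth inhibition below 90%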
AID364: cytotoxicity toward Jurkat T cells, primary screen, cell-based, Jurkat E6.1, NIH starter set (AID 364). 3,300 compounds, 2% hits. Jurkat E6.1 viability, ATP luminescence, 48 h; higher % means a stronger effect. inhibition, % at 4 µM; hits with a dose series show CC50 in µM;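 active means concentration giving half-maximal inhibition at or below 20 micromolar; inactive means half-maximal concentration above 20 micromolar, or not dose tested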;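 further: 100% = cells treated with 4 µM doxorubicin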
A549 NSCLC growth: A549 NSCLC cell proliferation inhibitors – ATP luminescence, human non-small cell lung line, primary screen (AID 371); A549 growth inhibition, ATP luminescence; active compounds read high; growth inhibition, % at 10 µM; 3,300 compounds, 8.4% hits;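 active means mean growth inhibition over the two runs of 50% or more; inactive means mean growth inhibition under 50%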;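 further: compound exposure lasted 72 h before the ATP read; 0% = untreated cell signal and 100% = no luminescence left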
AID772: HT29 colon tumor cell growth inhibition, primary screen, imaging, high content imaging, 72 h, CellTiter-Glo (AID 772); HT29 cell growth, HCS imaging cell count, 72 h; active compounds read high; growth inhibition, % at 10 µM; 3,300 compounds, 0.6% hits;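 active means growth inhibition above 90%, meaning viable cell count cut by more than 90% versus vehicle controls; inactive means growth inhibition below 90%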
HT29 cell growth-2 condensed nuclei: second read-out of HT29 cell growth-2, no call of its own (marks repeat the call); condensed nuclei, %; measured here: percent cells with condensed nuclei;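 share of cells whose nuclear area falls below control median minus 1.5 SD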
HT29 cell growth-2 ATP viability: second read-out of HT29 cell growth-2, no call of its own (marks repeat the call); growth inhibition, %; measured here: ATP CellTiter-Glo viability
HT29 cell growth-1 condensed nuclei: also measured in HT29 cell growth-1; calls as there; condensed nuclei, %; measured here: percent cells with condensed nuclei;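 condensed means Hoechst nuclear area under control median minus 1.5 SD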
HT29 cell growth-1 ATP viability: also measured in HT29 cell growth-1; calls as there; growth inhibition, %; measured here: ATP CellTiter-Glo viability inhibition
AID772 condensed nuclei: recorded beside AID772, whose call it bears; condensed nuclei, %; measured here: percent cells with condensed nuclei;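 condensed means nuclear area below control median minus 1.5 SD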
AID772 second: second read-out of AID772, no call of its own (marks repeat the call); growth inhibition, %; measured here: ATP CellTiter-Glo viability
* hit, by the source's call; i = inactive; . = not tested or not shown. The list is partial; rates above refer to the full screens.

molecule,HT29 cell growth-1,HT29 cell growth-1 condensed nuclei,HT29 cell growth-1 ATP viability,HT29 cell growth-2,HT29 cell growth-2 condensed nuclei,HT29 cell growth-2 ATP viability,AID364,A549 NSCLC growth,AID772,AID772 condensed nuclei,AID772 second
O=C(O)c1cc(O)c2c(c1)C(=O)c1cccc(O)c1C2=O,-17,3.0,.,22,4.5,-6,7%,59*,1,6,3
COc1cccc(C2/C(=C(\O)c3ccc(OC)c(OC)c3)C(=O)C(=O)N2c2cc(C)on2)c1 (centres undefined),9,2.0,20,26,4.0,5,-14%,1,-33,14,13
COc1cccc(C(=O)N2CCN(Cc3ccccn3)CC2)c1OC,-13,1.3,-8,0,3.7,-11,-4%,-3,-21,3,-40
CCn1c(SCC(=O)NC2CCCCC2C)nnc1-c1ccc(OC)cc1 (centres undefined),-13,2.4,-21,-7,4.3,-2,-9%,11,-83,3,-82
CN(C)C(=O)COn1c(SCC(=O)N(C)C)nc2ccccc2c1=O,40,8.3,2,100*,7.9*,-74*,-9%,-5,3,7,-18
COCCCNC(=O)c1c(N)n(/N=C/c2cccnc2)c2nc3ccccc3nc12,3,2.5,6,11,2.7,-5,-5%,4,8,6,-3
COc1ccc2c(c1OC)C(=O)OC2C1c2c(cc3c(c2OC)OCO3)CCN1C (centres undefined),-12,1.8,.,5,2.8,-3,3%,23,89,7,9
CC(=O)Oc1cccc2c1C(=O)c1c(OC(C)=O)cc(C(=O)O)cc1C2=O,-23,1.1,.,3,4.3,-7,-3%,58*,30,6,15
CCCCCCOC(=O)CCn1[nH]c(=O)c2ccccc2c1=O,-22,2.7,-2,-13,1.3,-2,4%,24,-13,10,-17
Cc1cc(-c2cc(-c3ccc(Cl)cc3)nc(N)c2C#N)co1,19,2.5,3,-41,4.2,0,8%,30,-27,5,-15
COc1cc(-c2nn3c(C4CCCCC4)nnc3s2)cc(OC)c1OC,0,6.3,7,37,3.6,-6,-6%,18,-52,13,3
CC1(C)CC(=O)C=C(NCCO)C1,-12,2.6,3,26,3.4,10,-3%,3,30,1,2
CNC(=O)CC(C(=O)O)c1ccc(OC(C)C)cc1 (centres undefined),43,1.0,5,14,3.0,5,-3%,3,42,6,8
CC(Sc1ccc2ccccc2n1)C(=O)O (centres undefined),-3,2.9,-20,14,3.7,7,1%,-3,-29,7,-52
CCOC(=O)CNS(=O)(=O)c1cc(-c2n[nH]c(=O)c3ccccc23)ccc1C,71,4.4,-7,-7,3.0,-7,-1%,11,-39,6,-21
COc1ccc(-n2ncc3c(Nc4cccc(C)c4)ncnc32)cc1,31,3.6,-3,-2,3.8,-8,-1%,24,20,9,5
COCCN(C(=O)Nc1ccccc1)c1ccccc1C,34,2.7,1,-24,2.3,-7,-5%,17,-52,5,-32
COc1cccc(-c2nn3c(-c4ccccn4)nnc3s2)c1,-3,4.3,-9,-9,5.9,1,1%,24,-67,3,-48
COc1ccc2c(c1)c(CC(=O)O)c(C)n2C(=O)c1ccc(Cl)cc1,-29,3.6,.,3,0.7,-23,2%,14,23,0,-25
CC1(C)Cc2c(sc3ncn4nc(-c5ccco5)nc4c23)CO1,38,4.2,14,25,2.2,9,1%,2,-53,2,-38
COC(=O)CC1=NC(=O)CS1,-27,1.3,2,37,5.0,5,-3%,-1,-36,2,0
CCCc1cc(=O)oc2c(CN3CCCC3)c(O)ccc12,31,3.4,10,51,4.3,16,12%,-1,51,6,43
CCCn1nnc(NC(=O)c2cc(Br)cc(Br)c2OC)n1,-8,7.9,-15,21,7.2,-2,-4%,9,-60,14,-43
Cc1nc(NS(=O)(=O)c2ccccc2)sc1NC(=O)OC(C)C,19,1.9,-7,23,3.2,-9,2%,4,-3,7,12
CN1CC2(C)CN(C(c3ccccc3)c3ccccc3)CC(C)(C1)C2O (centres undefined),23,2.4,12,24,2.6,2,9%,6,-65,3,-38
CN(C)c1ccc(C=Nc2cnn(C)c2C(N)=O)cc1,-4,2.1,8,-70,2.0,-8,-4%,1,-40,4,-48
COc1ccc(OC)c2c1CCC2=O,35,2.5,-8,-5,1.9,-10,-3%,-4,4,3,-16
COc1ccc(-c2cc(-c3ccccc3)n3ncnc3n2)cc1,1,0.8,-2,7,2.7,2,-6%,20,41,4,-28
COc1ccc(C2/C(=C(/O)c3ccc(OC(C)C)cc3)C(=O)C(=O)N2CCCN2CCOCC2)cc1 (centres undefined),26,2.5,-15,12,3.8,-10,-11%,9,-6,4,-20
CCCCCCn1c(SCCN2CCOCC2)nc2c1c(=O)[nH]c(=O)n2C,33,1.7,-8,20,3.1,-6,4%,7,52,2,-3

Three entries from above, arranged by their value in AID772 condensed nuclei, high to low.
compound,AID772 condensed nuclei
COc1ccc(-n2ncc3c(Nc4cccc(C)c4)ncnc32)cc1,9
Cc1nc(NS(=O)(=O)c2ccccc2)sc1NC(=O)OC(C)C,7
CN1CC2(C)CN(C(c3ccccc3)c3ccccc3)CC(C)(C1)C2O (centres undefined),3

Additional structures.
molecule,HT29 cell growth-1,HT29 cell growth-1 condensed nuclei,HT29 cell growth-1 ATP viability,HT29 cell growth-2,HT29 cell growth-2 condensed nuclei,HT29 cell growth-2 ATP viability,AID364,A549 NSCLC growth,AID772,AID772 condensed nuclei,AID772 second
CC(O)Cn1ccccc1=N (centres undefined),-41,8.7,1,17,5.9,-11,2%,-3,-18,3,-22
Nc1ccc2cn[nH]c2c1,-48,4.7,.,-1,2.5,-26,-4%,6,14,6,-12
CCC(NC(=O)NC1=NCCS1)(C(F)(F)F)C(F)(F)F,-16,1.0,-17,-22,3.4,-14,-6%,1,-25,2,-38
N#Cc1ccc(-c2cccnc2)nc1SCC(=O)Nc1sc2c(c1C#N)CCC2,17,2.5,2,7,3.6,0,-1%,15,28,4,-4
COc1cc(C(=O)Nc2ccccn2)cc(OC)c1OC,-31,0.8,-8,-4,1.9,-1,-6%,4,46,5,-12
CN(C)c1nc(OCCNC(=O)Nc2ccccc2)nc(N(C)C)n1,15,3.1,-19,14,2.8,-3,12%,4,-9,4,-27
Cc1c(/C(O)=C2/C(=O)C(=O)N(CCN3CCOCC3)C2c2cccnc2)cnn1-c1ccccc1 (centres undefined),-7,3.3,-8,10,3.7,-4,5%,-1,-44,4,-15
CCOC(=O)c1c(C)n(C)c2ccc(OC)c(NC(=O)CN3CCN(Cc4ccccc4)CC3)c12,5,3.2,4,-12,3.6,8,1%,12,55,22,45
CCCSc1nc(N2CCOCC2)c2c(c1C#N)CCCC2,-23,2.0,12,-15,3.1,16,-2%,34,10,6,-3
COc1ccc(C(O)C(CN2CCOCC2)c2ccccc2)cc1 (centres undefined),-24,3.1,-23,-15,1.4,-12,-2%,2,28,2,3
COC(=O)c1ccc(OC(=O)c2ccc(OC)c(OC)c2)c(OC)c1,35,2.5,-8,18,3.0,0,-4%,-1,-52,3,-13
COc1ccccc1N1CCN(C(=O)c2c(C)cc(=O)oc2C)CC1,-4,1.4,0,18,2.5,2,8%,0,36,9,18
O=S1CCCSC1c1cccnc1 (centres undefined),50,1.4,-5,54,4.7,8,2%,-1,-16,3,-21
COc1ccc(C(CC(=O)N2CCOCC2)C(C)C)cc1 (centres undefined),-14,1.7,4,25,2.5,4,1%,-5,-39,3,-34
CCNc1nc(NC(C)C)nc(N(C#N)C(C)C(=O)N(C)C)n1 (centres undefined),50,1.7,29,12,5.1,8,-10%,2,-5,14,-1
CCOC(=O)c1[nH]c2ccc(Br)cc2c1NC(=O)CNC,10,3.0,4,-2,3.6,1,-2%,16,-92,4,-23
CSC1=C(C#N)C(C)CC(=O)N1 (centres undefined),-14,2.1,-8,0,3.4,-4,-15%,-1,-10,5,-24
CCO/C(C)=N/n1c2nc3ccccc3nc2c2c(=O)n(CC(C)C)c(C)nc21,37,1.3,-18,-3,4.7,-4,1%,3,-78,2,-79
COc1cc(C2C(C(C)=O)=C(O)C(=O)N2c2ccc(Br)cn2)ccc1O (centres undefined),19,1.7,20,5,2.3,-6,6%,4,-11,1,-42
CC1(C)Cc2c(C#N)c(OCC(=O)c3ccc(Cl)cc3)nc(-c3ccoc3)c2CO1,39,3.9,23,19,4.8,22,10%,23,1,3,23
CCO/C([O-])=N/c1c[n+](N2CCOCC2)no1,14,8.3,.,28,4.2,-12,-3%,3,-49,2,-28
COc1cccc(CNc2ccc(Br)cn2)c1O,-12,1.6,-9,-17,3.2,7,-4%,19,-67,3,-14
Cc1cc(C)nc(NS(=O)(=O)c2ccc(N)cc2)n1,-11,3.3,.,-26,3.4,-33,1%,0,-54,2,-40
COCCNc1oc(-c2ccc(F)cc2)nc1C#N,2,1.4,-15,25,4.2,-1,-4%,3,-1,3,-51
CC(C)CC(=O)Nc1ncnc2c1C(=O)CC(C)(C)C2,20,4.1,-8,5,4.3,-9,-16%,-1,21,1,-7
Cc1cccc(-c2nnc3n2N=C(c2ccc(Br)cc2)CS3)c1,0,5.4,-26,20,7.7,5,i,24,-41,4,-58
CCOC(=O)c1[nH]c2ccc(C)cc2c1N,21,1.4,-13,-32,3.4,-9,-6%,18,3,2,-23
CN1C(=O)N(c2ccccc2)C(Nc2nncs2)C1(C)C (centres undefined),0,11,-10,26,4.4,3,-6%,10,-44,6,-46
Cc1ccc(/C=N/n2nnnc2N)o1,2,1.7,1,9,4.9,-2,6%,-4,-27,5,9
Cc1cc(CC(=O)O)c(C)cc1CC(=O)O,-42,2.4,0,-21,3.0,-8,-4%,3,14,5,-10
Cc1cc(C)nc(NC2=NCC(=O)N2c2ccc(Cl)cc2)n1,13,3.0,-8,-12,5.5,-1,-8%,3,-35,5,-14
CC(NC(=O)Nc1ccc(O)cc1)(C(F)(F)F)C(F)(F)F,21,1.5,-9,3,2.3,-12,-6%,13,-94,4,-35
CCOC(=O)C1CCN(c2nc3ccccc3nc2C(C#N)C(=O)NCCc2ccccc2)CC1 (centres undefined),11,8.5,-11,-16,13,-2,-4%,31,-16,4,-49
CCCCCc1nc2sc3c(c2c(=O)n1N)CCC3,-19,4.2,-13,26,4.9,-2,-1%,14,-105,4,-23
Cc1cc(N2C(=O)C(=O)/C(=C(/O)c3ccc(F)cc3)C2c2ccc(F)cc2)no1 (centres undefined),20,8.3,2,17,2.6,-22,-9%,9,30,2,-2
CN(C)CCCNCCCCNC(=O)/C=N/O,28,3.6,0,-1,6.1,-8,-2%,-2,16,3,6

Retrieved by structure from the list above (5):
molecule,HT29 cell growth-1,HT29 cell growth-1 condensed nuclei,HT29 cell growth-1 ATP viability,HT29 cell growth-2,HT29 cell growth-2 condensed nuclei,HT29 cell growth-2 ATP viability,AID364,A549 NSCLC growth,AID772,AID772 condensed nuclei,AID772 second
CC(NC(=O)Nc1ccc(O)cc1)(C(F)(F)F)C(F)(F)F,21,1.5,-9,3,2.3,-12,-6%,13,-94,4,-35
Cc1cc(N2C(=O)C(=O)/C(=C(/O)c3ccc(F)cc3)C2c2ccc(F)cc2)no1 (centres undefined),20,8.3,2,17,2.6,-22,-9%,9,30,2,-2
CCCCCc1nc2sc3c(c2c(=O)n1N)CCC3,-19,4.2,-13,26,4.9,-2,-1%,14,-105,4,-23
Cc1cc(C)nc(NC2=NCC(=O)N2c2ccc(Cl)cc2)n1,13,3.0,-8,-12,5.5,-1,-8%,3,-35,5,-14
CCOC(=O)C1CCN(c2nc3ccccc3nc2C(C#N)C(=O)NCCc2ccccc2)CC1 (centres undefined),11,8.5,-11,-16,13,-2,-4%,31,-16,4,-49
